12-LOX inh = ALOX12 (human) lipoxygenase inhibition | purified 12hLO, xylenol orange hydroperoxide absorbance | Potency, µM (titrated, usually from 108 µM), for the others: at the highest dose activity change, negative = inhibition, actives largely listed as inhibitors | hit rate 1.1% among 580,000 | AID 1671190; active means well fitted inhibition curve with a large enough effect; inconclusive means small, poorly fitted or top-dose-only effect, or another doubt; inactive means no such curve, though single readings can be large or run the other way
Target sequence (P18054 whole entry, looked up): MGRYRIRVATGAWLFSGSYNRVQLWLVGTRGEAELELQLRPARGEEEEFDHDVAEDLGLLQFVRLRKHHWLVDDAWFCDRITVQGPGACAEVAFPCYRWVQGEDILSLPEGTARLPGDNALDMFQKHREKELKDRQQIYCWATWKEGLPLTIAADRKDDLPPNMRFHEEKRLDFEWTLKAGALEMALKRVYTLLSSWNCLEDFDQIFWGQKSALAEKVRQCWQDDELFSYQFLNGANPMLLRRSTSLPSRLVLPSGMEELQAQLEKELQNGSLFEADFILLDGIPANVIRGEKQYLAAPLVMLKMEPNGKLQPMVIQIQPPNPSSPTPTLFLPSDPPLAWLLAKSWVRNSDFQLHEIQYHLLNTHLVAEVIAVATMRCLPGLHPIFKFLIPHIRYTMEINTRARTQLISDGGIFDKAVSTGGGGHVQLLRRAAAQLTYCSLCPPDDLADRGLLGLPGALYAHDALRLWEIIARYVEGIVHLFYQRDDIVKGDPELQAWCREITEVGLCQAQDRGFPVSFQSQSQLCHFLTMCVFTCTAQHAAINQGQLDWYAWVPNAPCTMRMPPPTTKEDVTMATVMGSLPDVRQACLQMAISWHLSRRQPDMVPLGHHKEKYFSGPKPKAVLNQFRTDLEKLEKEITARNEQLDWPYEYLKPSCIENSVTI
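Purified human 12hLO (150 nM final) in 25 mM Hepes, 0.01% Triton X-100, pH 7.0 was preincubated 15 min at room temperature with compound. Then 40 uM arachidonic acid was added, 30 min. Hydroperoxide was read by Fe-XO absorbance ratio 573/405 nm.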
* = called active by the depositor; [ ] = dose if it differs, or a comment. On the % scale 0 is the no-effect control and ±100 the full control effect; potency means the concentration at half of the fitted maximal effect.

Sample of the layout, two compounds:
Screening O=C1CCN(S(=O)(=O)c2ccccc2)CCCC(C(=O)NCCN2CCOCC2)CCN1 (stereo not drawn) returned 12-LOX inh 25%.
`COc1ccc(OC)c(NC(=O)COC(=O)c2cc(C)sc2C)c1` gave 12-LOX inh 15%.

Main list (from the top)
Screening O=C1CCN(S(=O)(=O)c2ccccc2)CCCC(C(=O)NCCN2CCOCC2)CCN1 (stereo not drawn) returned 12-LOX inh 25%.
`COc1ccc(OC)c(NC(=O)COC(=O)c2cc(C)sc2C)c1` gave 12-LOX inh 15%.
Screening COCCN1CCN(C(=O)c2sc3ncnc(NCC4CCCO4)c3c2C)CC1 (stereo not drawn) returned 12-LOX inh 16%.
`COc1cc(CN2Cc3ccccc3C2)ccc1OCC(O)CN1CCOCC1` (stereo not drawn) gave 12-LOX inh 8%.
For Nc1nccnc1C(=O)NCc1ncc(-c2ccccc2)o1 the results were 12-LOX inh 35%.
`CC1(NC(=O)C2CC2)CN(c2ccc(OC(F)(F)F)cc2)C1` gave 12-LOX inh 14%[176 µM].
Screening N#Cc1ccc(C(=O)NC(c2cccs2)C2CCCC2)cc1 (stereo not drawn) returned 12-LOX inh -21%.
For COc1ccc(NC(=O)c2cnn3c2NC(C(=O)O)=CC3c2ccc(F)cc2)cc1 (stereo not drawn) the results were 12-LOX inh inconclusive.
C=CCNC(=O)c1csc2nc(-c3cccc(C(F)(F)F)c3)cn12 was read as 12-LOX inh 4%.
CCC1(C2CCN(C(=O)CCCc3ccccc3)CC2)NC(=O)N(CCc2scnc2C)C1=O (stereo not drawn) was read as 12-LOX inh 17%.
CN1C(=O)Cc2cc(-c3csc(NC(C)(C)C)n3)ccc21 was read as 12-LOX inh 11µM*.
O=C(NC1CCN(c2cc(C(F)(F)F)ncn2)CC1)c1ccccc1 was read as 12-LOX inh 45µM*.
For CC1=C(c2ccccc2)S(=O)(=O)N=C1Nc1ccc(C)c(Cl)c1 the results were 12-LOX inh 71%.
For CCn1c(=O)c2c(cc(C)n2C)n(CC(=O)Nc2ccccc2F)c1=O the results were 12-LOX inh 24%.
`COc1cccc(Nc2nc3ccccc3nc2NS(=O)(=O)c2ccc(Cl)cc2)c1` gave 12-LOX inh -25%.
For CCOC(=O)c1c(C)nc2nc(-c3cccnc3)nn2c1C the results were 12-LOX inh 0%.
Screening c1cc(-c2noc([C@@H]3CCCN3C3CCC3)n2)cc(N2CCOCC2)n1 returned 12-LOX inh 69%[activator][176 µM].
Screening O=C(Oc1ccc(OCc2ccccc2)cc1)c1ccc(F)cc1Cl returned 12-LOX inh -13%.
For COc1ccc(CCNC(=O)c2sc(NC3CC3)nc2C)cc1 the results were 12-LOX inh 12%.
For Cc1ccc(C(=O)N2CCC(c3n[nH]c(=O)n3Cc3ccc(F)cc3)CC2)s1 the results were 12-LOX inh 8%.
`COCCN1C(=O)NC(c2ccccc2OC)C2=C1COC2=O` (stereo not drawn) gave 12-LOX inh 9%.
`CC(NCCC(=O)N1CCN(c2ncccn2)CC1)c1ccc(Cl)cc1Cl` (stereo not drawn) gave 12-LOX inh 0%.
For COCC(=O)NC[C@@H]1C=C(C)[C@H](CC(=O)NCc2ccc(F)cc2)C[C@H]1C(C)C the results were 12-LOX inh -13%[176 µM].
Screening COc1cc(OC)cc(C(=O)Nc2cccc(-c3nncn3C)c2)c1 returned 12-LOX inh -36%.
COc1ccc(C(C(=O)O)N2CCN(c3ccc(F)cc3)CC2)c(OC)n1 (stereo not drawn) was read as 12-LOX inh 20%.
For Clc1ccc(-c2cnc(CN3CCN(c4ccccc4)CC3)o2)cc1 the results were 12-LOX inh -1%.
Screening CCOC(=O)C1CCCN(CCOc2cccc(C(F)(F)F)c2)C1 (stereo not drawn) returned 12-LOX inh inconclusive.
For COc1ccc(C2CC(=O)N(c3sc4c(c3C#N)CCCC4)C3=C2C(=O)CCC3)cc1 (stereo not drawn) the results were 12-LOX inh inconclusive.
O=C(NCCc1cccc2cccnc12)c1cc[n+]([O-])cc1 was read as 12-LOX inh 5%.
Screening CSc1ccc(-c2nc3cnccn3c2Nc2ccc3c(c2)OCCO3)cc1 returned 12-LOX inh inconclusive.
For COc1ccc(NC(C)=O)cc1NC(=O)c1nc(-c2ccccc2)oc1C the results were 12-LOX inh -7%.
Screening O=C(NC1CC1)c1cc(-c2ccc(Cl)c(Cl)c2)nc2ccccc12 returned 12-LOX inh 1%.
Screening CCC(=O)NCC1(c2ccccc2)CCCCC1 returned 12-LOX inh 13%.
For Nc1ccccc1OC1CCCCC1 the results were 12-LOX inh inconclusive.
For CCN(CC)C(=O)COC(=O)c1ccccc1-c1ncc(-c2ccccc2F)o1 the results were 12-LOX inh -19%.
CC(C)c1ccc(NC(=O)c2c(F)cccc2Cl)cc1 was read as 12-LOX inh inconclusive.
For COc1ccc(-c2nnc3n2CCN(C(=O)c2cccc(Cl)c2)C3)cc1 the results were 12-LOX inh 0%.
CCN1C(=O)CCN(C(=O)C2(c3ccccc3)CC2)CC12CCOCC2 was read as 12-LOX inh 30%.
Screening CCc1ccc(C(=O)N2CCC(Oc3ccc(C(=O)N(C)C)cn3)CC2)cc1 returned 12-LOX inh -7%.
Screening O=C(O)C/C(=C/c1ccc(Cl)s1)c1nc2ccccc2o1 returned 12-LOX inh inconclusive.
Screening O=C1CSC(c2cccs2)N1c1nncs1 (stereo not drawn) returned 12-LOX inh inconclusive.
`Cc1ccc(-c2cc(N3CCCN(C(=O)c4nn(C)c5ccccc45)CC3)n[nH]2)cc1C` gave 12-LOX inh 29%.
COCCNc1ncnc2ccc(-c3cccc(NS(C)(=O)=O)c3)cc12 was read as 12-LOX inh inconclusive.
CN1OC[C@@H]2CN(Cc3ccc4c(c3)OCO4)[C@H](c3ccc(-n4ccnc4)cc3)C[C@@H]21 was read as 12-LOX inh 2%.
For N#CCSc1ccccc1C(=O)Nc1ccc2c(c1)OCCO2 the results were 12-LOX inh inconclusive.
For CC(C)c1nc2c(c(-c3ccc(Cl)cc3)n1)CCN(Cc1ccc(N(C)C)cc1)CC2 the results were 12-LOX inh inconclusive.
For CC(=O)NCC(=O)N1Cc2ccccc2CC2(CCN(Cc3ccccc3)C2)C1 (stereo not drawn) the results were 12-LOX inh 1%[6.33 µM].
Screening N#C/C(=C\c1ccc(-c2cccc([N+](=O)[O-])c2)o1)c1nnc(N2CCOCC2)n1-c1ccccc1 returned 12-LOX inh -18%.
`COc1ccccc1CNC(=O)c1cc2c(N3CCSCC3)nc(C)cn2n1` gave 12-LOX inh -5%.
For CCCCCCCCCCCCCc1ccccc1 the results were 12-LOX inh 28%[176 µM].
COc1cccc(Nc2ncc3ncc(=O)n(Cc4ccc(F)cc4)c3n2)c1 was read as 12-LOX inh 132%[activator].
Screening Cc1ccc2nc(SCC(=O)Nc3sc4c(c3C#N)CCCC4)[nH]c2c1 returned 12-LOX inh -12%.
Screening CN1Cc2ccc(NCc3ccccc3)nc2C(C)(C(=O)NCCOc2ccccc2)C1 (stereo not drawn) returned 12-LOX inh 25%[176 µM].
Cc1ccc(Nc2nc(CN3CCN(S(=O)(=O)c4ccc(F)c(F)c4)CC3)cs2)cc1 was read as 12-LOX inh inconclusive.
Screening CC1(C)CC(=O)C2=C(C1)OC(N)=C(C#N)C2c1cccc(Cl)c1 (stereo not drawn) returned 12-LOX inh -21%.
For C/C(=N/NC(=O)c1cccs1)c1ccc(Br)cc1 the results were 12-LOX inh -30%.
`Cc1cccc(C(=O)N2CCCCCNC(=O)[C@@H]3CCC[C@@H]32)c1` gave 12-LOX inh 46%[activator].
`CC1=C[C@@H](CNC(=O)C(=O)O)[C@H](C(C)C)C[C@H]1CC(=O)O` gave 12-LOX inh -18%[176 µM].
Screening N#Cc1ccccc1N1CCN(c2ccccc2)CC1 returned 12-LOX inh 0%.
`O=C(CCc1ncc(-c2ccc(Cl)cc2Cl)o1)NCC1CCCO1` (stereo not drawn) gave 12-LOX inh inconclusive.

Arranged by SMILES length (ascending): part of the list above.
`Cc1cccc(C(=O)N2CCCCCNC(=O)[C@@H]3CCC[C@@H]32)c1` gave 12-LOX inh 46%[activator].
Screening CN1Cc2ccc(NCc3ccccc3)nc2C(C)(C(=O)NCCOc2ccccc2)C1 (stereo not drawn) returned 12-LOX inh 25%[176 µM].
CCC1(C2CCN(C(=O)CCCc3ccccc3)CC2)NC(=O)N(CCc2scnc2C)C1=O (stereo not drawn) was read as 12-LOX inh 17%.

The list continues.
COc1ccc2c(c1)CC/C(=C\c1ccc(SC)cc1)C2=O was read as 12-LOX inh -51%.
CCc1ccccc1OCC(=O)c1ccc2c(c1)N(CCCC(=O)NCC1CCCO1)C(=O)CO2 (stereo not drawn) was read as 12-LOX inh 54%[activator].
Screening CCn1cc(S(=O)(=O)N2CCC(N3C(=O)[C@H](OC)[C@@H]3c3ccncc3)CC2)cn1 returned 12-LOX inh 23%.
`NC(=O)NCCC(=O)N1CCc2onc(-c3cccc4ccccc34)c2C1` gave 12-LOX inh 13%.
For CC1(C)CS(=O)(=O)N(c2ccc(C(=O)Nc3ccc4c(c3)OCO4)cc2)C1=O the results were 12-LOX inh 65%[activator].
`O=[S+]([O-])(c1ccccc1)N1CC2(COCCN(Cc3ccc(F)cc3F)C2)C1` gave 12-LOX inh -27%[176 µM].
O=C(NCCc1ccccc1)N1CCN(C(=O)N2CC3CC(C2)[C@H]2CCCC(=O)N2C3)CC1 (stereo partly drawn) was read as 12-LOX inh 39%[activator].
Screening CCc1ccc2c(c1)-c1ccccc1S(=O)(=O)N2CC(=O)Nc1ccccc1OC returned 12-LOX inh -3%.
`COc1ccc(-c2nc3c(c(=O)[nH]2)CCN(C(=O)Cc2ccc(OC)c(Cl)c2)C3)cc1` gave 12-LOX inh 15%.
CN1CC(=O)N(C2CCCNC2)Cc2c(NCCc3ccccn3)ncnc21 (stereo not drawn) was read as 12-LOX inh inconclusive.
For CC(Sc1cccc[n+]1[O-])C(=O)Nc1ccc(C(N)=O)cc1 (stereo not drawn) the results were 12-LOX inh 39%[activator].
`O=C(NCc1ccccc1)[C@H]1CCCN1C(=O)[C@H]1CCCN1C(=O)c1cccc2ccccc12` gave 12-LOX inh -13%.
`COc1ccccc1NC(=O)Nc1cccc(-c2ccc(N3CCOCC3)nn2)c1` gave 12-LOX inh -16%.
For COCCn1cnc2cnc(Nc3cc(OC)c(OC)c(OC)c3)cc21 the results were 12-LOX inh -6%.
For CC1(c2cccnc2)N(CC2CC2)C(=O)OC12CCN(C(=O)c1cccc(O)c1)CC2 (stereo not drawn) the results were 12-LOX inh 15%[176 µM].
Screening COc1cc(F)ccc1-c1ccc(=O)n(CC(=O)N2CCC(Cc3ccccc3)CC2)n1 returned 12-LOX inh inconclusive.
COc1cc(F)ccc1-c1ccc2c(n1)c(=O)ncn2CC1CC1 was read as 12-LOX inh 1%[176 µM].
`CC(C)CNC(=O)COC(=O)c1ccc2ccccc2n1` gave 12-LOX inh inconclusive.
CCCCc1c(-c2ccccc2OC)ncn1Cc1c(F)cccc1F was read as 12-LOX inh -30%.
For COc1ccc(NC(=O)Cc2cnc(-n3cccc3)s2)cc1 the results were 12-LOX inh 44%[activator].

Random excerpt: seven records from the list
`CC(C)CNC(=O)COC(=O)c1ccc2ccccc2n1` gave 12-LOX inh inconclusive.
For CC1(c2cccnc2)N(CC2CC2)C(=O)OC12CCN(C(=O)c1cccc(O)c1)CC2 (stereo not drawn) the results were 12-LOX inh 15%[176 µM].
Screening COc1cc(F)ccc1-c1ccc(=O)n(CC(=O)N2CCC(Cc3ccccc3)CC2)n1 returned 12-LOX inh inconclusive.
For CC(Sc1cccc[n+]1[O-])C(=O)Nc1ccc(C(N)=O)cc1 (stereo not drawn) the results were 12-LOX inh 39%[activator].
For COCCn1cnc2cnc(Nc3cc(OC)c(OC)c(OC)c3)cc21 the results were 12-LOX inh -6%.
CCCCc1c(-c2ccccc2OC)ncn1Cc1c(F)cccc1F was read as 12-LOX inh -30%.
For COc1ccc(NC(=O)Cc2cnc(-n3cccc3)s2)cc1 the results were 12-LOX inh 44%[activator].

(listing goes on)
For COc1ccc2cnn(CC(=O)N3CCN(c4ccc(F)cc4)CC3)c(=O)c2c1OC the results were 12-LOX inh 15%.
CC(C)COc1cc(=O)n2c(c1C(=O)N1CCN(c3ccccn3)CC1)CCCCC2 was read as 12-LOX inh 33%.
Screening COc1ccc(C(NC(=O)CC(C)(C)C)c2ccccc2)cc1 (stereo not drawn) returned 12-LOX inh 36%.
Screening CCC1C(=O)NCCN1Cc1ccc2c(c1)CN(Cc1cccc(OC)c1OC)CCO2 (stereo not drawn) returned 12-LOX inh -1%.
For COc1cccc(CCC(=O)N2C[C@@H](CO)[C@H](c3ccncc3)C2)c1 the results were 12-LOX inh 29%.
Screening COc1ccc(F)c(CN2CCCC3(CCN(C(=O)c4cccc(C)n4)C3)C2)c1 (stereo not drawn) returned 12-LOX inh 15%.
`O=C(O)Cc1ccc(N2C(=O)C(=O)/C(=C(/O)c3ccccc3Cl)C2c2ccc(C(=O)O)cc2)cc1` (stereo not drawn) gave 12-LOX inh inconclusive.
For C#CCNC(=O)CN1CCN(C(=O)CC2CCCC2)CC1 the results were 12-LOX inh -23%.
For Cc1c(Cl)cccc1NC(=O)c1cnc(-c2ccccc2)nc1-c1ccncc1 the results were 12-LOX inh 5%.
For c1ccc(-c2nc(NCCN3CCOCC3)c3ccccc3n2)cc1 the results were 12-LOX inh 14%.
Screening CCn1cnnc1-c1nn(C)c2c1CN(C(=O)CCCc1nc3ccccc3s1)CC2 returned 12-LOX inh 40%.
`Cc1cc(-c2cc3c(cn2)CN(CC2CCOC2)CCN3)ccn1` (stereo not drawn) gave 12-LOX inh 20%[176 µM].
O=C(c1cccc(F)c1)N1CC2CC(C1)[C@H]1CCCC(=O)N1C2 (stereo partly drawn) was read as 12-LOX inh 42%[activator].
For COc1cccc(C(=O)N2CCC(n3cc(-c4nc(-c5ccccc5)no4)nn3)C2)c1 (stereo not drawn) the results were 12-LOX inh inconclusive.
For CCn1cnnc1CC1CCN(C(=O)NCc2ccccc2)C1 (stereo not drawn) the results were 12-LOX inh 17%.

Bioassay records (PubChem BioAssay)

Not all compounds are listed; rates above refer to the full screens.
